SRC3 TRFRET art: flags TR-FRET format artefacts in PPARgamma SRC-3 recruitment agonist screen | TR-FRET artefact counter-screen, PPARgamma/SRC-3 format; stronger effect = higher value | TR-FRET ratio at 8 µM | actives 0.39% (n = 99,000) | AID 1048; in the data active = TR-FRET ratio above about 2000; also: inactives centre near 1600; reference of the scale not given here
SRC1 TRFRET art: flags TR-FRET format artefacts in PPARgamma SRC-1 recruitment agonist screen. TR-FRET detection artefact counter-screen, emission ratio; stronger effect = higher value. TR-FRET ratio at 8 µM. actives 0.34% (n = 99,000). AID 1051; in the data active = TR-FRET ratio above about 2300; also: inactives centre near 1800; reference of the scale not given here
* hit, by the source's call; & = joins results of further samples.

Results for COC(=O)c1c(NC(=S)NN2CCN(C)CC2)sc2c1CCC(C)C2 (stereo unspecified) ?
SRC3 TRFRET art: 1561; SRC1 TRFRET art: 1699

Results for COc1ccc(NC2=CC(=O)N(C)C2=O)cc1 ?
SRC3 TRFRET art: 1469; SRC1 TRFRET art: 1874

Results for C/C(=N\NC(=O)C(=O)Nc1ccc(C)cc1)c1ccncc1 ?
SRC3 TRFRET art: 1718; SRC1 TRFRET art: 1878

How did C(#CCN1CCCC1)CC(c1ccccc1)c1ccccc1 do in these assays?
SRC3 TRFRET art: 1477; SRC1 TRFRET art: 1591

How did Cc1noc(C)c1COc1cccc(C(=O)NCCc2c[nH]c3ccccc23)c1 do in these assays?
SRC3 TRFRET art: 1472; SRC1 TRFRET art: 1900

How did COCCCNC(=S)NC1CC2CCC(C1)N2Cc1ccccc1 (stereo unspecified) do in these assays?
SRC3 TRFRET art: 1857; SRC1 TRFRET art: 1825

How did COC(=O)/C=C/COc1ccccc1[N+](=O)[O-] do in these assays?
SRC3 TRFRET art: 1473; SRC1 TRFRET art: 1746

Results for O=C(NN1C(=O)C2C3C=CC(C4CC34)C2C1=O)c1ccccc1Cl (stereo unspecified) ?
SRC3 TRFRET art: 1394; SRC1 TRFRET art: 1651

What do the screens show for `CCOc1ccc(C2CC(c3ccc(CC)cc3)n3nc(N)nc3N2)cc1` (stereo unspecified)?
SRC3 TRFRET art: 1538; SRC1 TRFRET art: 1890

What do the screens show for `Cc1ccc(C(O)(C(=O)NNc2ccc3ccccc3n2)c2ccc(C)cc2)cc1`?
SRC3 TRFRET art: 1562&1569; SRC1 TRFRET art: 1724&1497

Results for O=C(NC1CCCCC1)c1cc([N+](=O)[O-])[nH]n1 ?
SRC3 TRFRET art: 1748; SRC1 TRFRET art: 1930

What do the screens show for `O=c1c(Cc2c(F)cccc2Cl)c(O)ccn1CCCN1CCOCC1`?
SRC3 TRFRET art: 1484; SRC1 TRFRET art: 1778

How did O=c1cc(CN2CC(O)Cc3ccc4ccccc4c32)nc2sccn12 (stereo unspecified) do in these assays?
SRC3 TRFRET art: 1584; SRC1 TRFRET art: 1987

What do the screens show for `Cc1ccc(Nc2nnc(SCC(=O)NCc3ccco3)s2)cc1`?
SRC3 TRFRET art: 1574; SRC1 TRFRET art: 1983

Results for CCOC(=O)c1sc(Nc2ccc(OCC)cc2)nc1C ?
SRC3 TRFRET art: 1674; SRC1 TRFRET art: 1605

Results for O=C(/C=C/c1ccc(Cl)cc1Cl)N1CCc2ccccc21 ?
SRC3 TRFRET art: 1622; SRC1 TRFRET art: 1563

How did COc1ccc(C(=O)C[n+]2ccc3c(c2)nnn3-c2ccccc2)cc1 do in these assays?
SRC3 TRFRET art: 1477; SRC1 TRFRET art: 1557

Results for COc1cc(O)ccc1/C=N/NC(=O)c1ccc([N+](=O)[O-])cc1 ?
SRC3 TRFRET art: 1697; SRC1 TRFRET art: 1930

What do the screens show for `CC(C)(C)CN1CCNC(=O)C1CC(=O)NCCc1ccccc1F` (stereo unspecified)?
SRC3 TRFRET art: 1722; SRC1 TRFRET art: 2065

Results for Cc1c(C(=O)NC(=S)Nc2ccccc2N2CCCC2)cccc1[N+](=O)[O-] ?
SRC3 TRFRET art: 1388; SRC1 TRFRET art: 1734

Results for O=C(c1cnccn1)N(Cc1cccs1)C1(C(=O)NC2CCCCC2)CCCCC1 ?
SRC3 TRFRET art: 1526; SRC1 TRFRET art: 1640

Results for CCNc1nc(NCC)nc(Oc2ccc(OCC)nn2)n1 ?
SRC3 TRFRET art: 1606; SRC1 TRFRET art: 1807

What do the screens show for `O=[N+]([O-])c1ccc(N2CCN(S(=O)(=O)c3ccccc3[N+](=O)[O-])CC2)cc1NCc1cccnc1`?
SRC3 TRFRET art: 1521; SRC1 TRFRET art: 1840

How did CC(=O)Oc1cccc2c1C(=O)c1c(OC(C)=O)cc(C(=O)O)cc1C2=O do in these assays?
SRC3 TRFRET art: 1808; SRC1 TRFRET art: 1789

What do the screens show for `N#C/C(=C\Nc1ccccc1SC(F)(F)F)c1nc(-c2ccc(F)cc2)cs1`?
SRC3 TRFRET art: 1557; SRC1 TRFRET art: 1688

How did COc1ccc(-c2cc(C(=O)N3CCN(c4ccccc4OC)CC3)no2)cc1OC do in these assays?
SRC3 TRFRET art: 1544; SRC1 TRFRET art: 1642

How did CN1CCc2cc3c(c4c2[C@H]1[C@H](O)c1ccccc1-4)OCO3 do in these assays?
SRC3 TRFRET art: 1387; SRC1 TRFRET art: 1767

How did CCOC(=O)Cc1sc(N)nc1C do in these assays?
SRC3 TRFRET art: 1453; SRC1 TRFRET art: 1596

What do the screens show for `N#Cc1ccc(C(=O)Nc2nnc(-c3cccs3)o2)cc1`?
SRC3 TRFRET art: 1457; SRC1 TRFRET art: 1862

Results for O=C(CN1CC(c2ccccc2)CC1=O)N/N=C/c1cc(Br)ccc1O (stereo unspecified) ?
SRC3 TRFRET art: 1598; SRC1 TRFRET art: 2029

Results for Cc1cc(C(=O)Cn2nc(C(=O)O)c3ccccc3c2=O)c(C)n1CC(F)(F)F ?
SRC3 TRFRET art: 1414; SRC1 TRFRET art: 1557

What do the screens show for `CCc1nc(SCC(=O)c2cccc([N+](=O)[O-])c2)n[nH]1`?
SRC3 TRFRET art: 1440; SRC1 TRFRET art: 1894

What do the screens show for `Cc1cc(C)c(C#N)c(Oc2ccc(O)cc2)n1`?
SRC3 TRFRET art: 1554; SRC1 TRFRET art: 1557

How did COCc1cccc(NC(=O)Cc2cccc3ccccc23)c1 do in these assays?
SRC3 TRFRET art: 1600; SRC1 TRFRET art: 1664

Results for CCn1c(C)nc2cc(C(=O)N=Nc3c(O)[nH]c4ccccc34)ccc21 ?
SRC3 TRFRET art: 1597; SRC1 TRFRET art: 1841

Results for CCOC(=O)CNC(=S)N(Cc1cccs1)C1CCCC1 ?
SRC3 TRFRET art: 1503; SRC1 TRFRET art: 1724

What do the screens show for `Cc1ccc(Cn2cnc3c(cnn3C(C)(C)C)c2=O)cc1`?
SRC3 TRFRET art: 1633; SRC1 TRFRET art: 1897

How did CCOc1ccc(CCNC(=O)C2CCN(S(=O)(=O)N3CCCCC3)CC2)cc1OCC do in these assays?
SRC3 TRFRET art: 1572; SRC1 TRFRET art: 1647

How did COc1ccc(/C=C2/SC(=O)N(CCCCCC(=O)Nc3ccccc3C(=O)O)C2=S)cc1 do in these assays?
SRC3 TRFRET art: 1519; SRC1 TRFRET art: 1819

Results for CCCOc1ccc(C(=O)Nc2c[nH]c(=O)[nH]c2=O)cc1 ?
SRC3 TRFRET art: 1577; SRC1 TRFRET art: 1620

Results for Cc1ccc(C)n1-c1ccc(C(=O)NN=C2CCCC2)cc1 ?
SRC3 TRFRET art: 1550; SRC1 TRFRET art: 1755

How did CN(C)[C@@H]1CCC[C@H]1OC(=O)C(c1ccccc1)c1ccccc1 do in these assays?
SRC3 TRFRET art: 1406; SRC1 TRFRET art: 1492

What do the screens show for `CCCCCCOC(=O)CCn1[nH]c(=O)c2ccccc2c1=O`?
SRC3 TRFRET art: 1516; SRC1 TRFRET art: 1664

Results for CC(C)(C)C(=O)Nc1nnc(CC(=O)NCc2ccccc2)s1 ?
SRC3 TRFRET art: 1594; SRC1 TRFRET art: 1788

How did Cc1cccc(-c2ncc(CN3CCN(CCC(C)C)C(CCO)C3)cn2)c1 (stereo unspecified) do in these assays?
SRC3 TRFRET art: 1546; SRC1 TRFRET art: 1806

How did N=c1oc2cc(O)ccc2cc1C(=O)Nc1nc2ccccc2s1 do in these assays?
SRC3 TRFRET art: 1803; SRC1 TRFRET art: 2090

Results for CC(Sc1nnc(COc2ccc([N+](=O)[O-])cc2)n1-c1ccccc1)C(=O)O (stereo unspecified) ?
SRC3 TRFRET art: 1683; SRC1 TRFRET art: 1662

How did CCn1c(C)nc2cc(C(=O)NNC(=S)Nc3ccccc3)ccc21 do in these assays?
SRC3 TRFRET art: 1659; SRC1 TRFRET art: 1800

What do the screens show for `O=C(N/N=C/c1sc2ccccc2c1O)c1cccc2ccccc12`?
SRC3 TRFRET art: 1476; SRC1 TRFRET art: 2035

Results for O=C(NC(Cc1ccccc1)C(=O)NC(Cc1ccccc1)C(=O)O)c1ccccc1 (stereo unspecified) ?
SRC3 TRFRET art: 1564; SRC1 TRFRET art: 1867

How did O=[N+]([O-])c1cc(S(=O)(=O)N2CCCCC2)ccc1NCc1cccc(Cl)c1 do in these assays?
SRC3 TRFRET art: 1747; SRC1 TRFRET art: 2004

Results for Cc1ccc(CNC(=O)/C=C/c2ccc(Br)o2)cc1 ?
SRC3 TRFRET art: 1352; SRC1 TRFRET art: 1731

Results for CNC(=S)NCc1ccc(OC)cc1 ?
SRC3 TRFRET art: 1722; SRC1 TRFRET art: 1715

What do the screens show for `COC(=O)c1ccc(OCC(=O)Nc2nn(-c3ccccc3)nc2C(N)=O)cc1`?
SRC3 TRFRET art: 1642; SRC1 TRFRET art: 1846

How did CC1(C)C(c2ccccc2)=NC(c2ccc(Br)cc2)N1O (stereo unspecified) do in these assays?
SRC3 TRFRET art: 1439; SRC1 TRFRET art: 1706

Results for CCOc1ccc(N2C(=O)Nc3ccccc3C2(O)C(=O)NCc2ccccc2)cc1 (stereo unspecified) ?
SRC3 TRFRET art: 1481; SRC1 TRFRET art: 1619

How did COc1cc(C(=O)N/N=C(\C)Cc2ccccc2)cc(OC)c1OC do in these assays?
SRC3 TRFRET art: 1592; SRC1 TRFRET art: 1948

How did CC(NS(=O)(=O)c1ccc(F)cc1)C(c1cccs1)N1CCOCC1 (stereo unspecified) do in these assays?
SRC3 TRFRET art: 1751; SRC1 TRFRET art: 2032

What do the screens show for `CCn1c(C(O)c2ccc(C)cc2)nc2ccccc21` (stereo unspecified)?
SRC3 TRFRET art: 1690; SRC1 TRFRET art: 2008

How did O=C(/C=C/c1ccc(F)cc1)NCc1ccco1 do in these assays?
SRC3 TRFRET art: 1376; SRC1 TRFRET art: 1660

Results for COc1ccc([N+](=O)[O-])cc1NC(=O)CS(=O)(=O)c1ccc(C)cc1 ?
SRC3 TRFRET art: 1566; SRC1 TRFRET art: 1842

What do the screens show for `CC(C)CC(=O)NC1(C(F)(F)F)NC(=O)N(c2ccccc2)C1=O` (stereo unspecified)?
SRC3 TRFRET art: 1531; SRC1 TRFRET art: 1810

What do the screens show for `COc1cccc(/C=C/C(=O)OCC(=O)Nc2ccc(S(=O)(=O)N3CCCC3)cc2)c1`?
SRC3 TRFRET art: 1496; SRC1 TRFRET art: 1864

What do the screens show for `COc1ccc([N+](=O)[O-])cc1NC(=O)Cn1ccc(C(F)(F)F)n1`?
SRC3 TRFRET art: 1684; SRC1 TRFRET art: 2058

What do the screens show for `CCC(C)(C)NC(=O)CN(C(=O)C(=O)Nc1ccc2c(c1)OCCO2)C(C)(C)CC`?
SRC3 TRFRET art: 1576; SRC1 TRFRET art: 1783

What do the screens show for `CCNC(=O)CC1C(=O)N(c2ccc(OC)cc2)C(=S)N1CCc1ccncc1` (stereo unspecified)?
SRC3 TRFRET art: 1462; SRC1 TRFRET art: 1590

What do the screens show for `CCOCCCNS(=O)(=O)c1ccc(NC(=O)Cc2c(F)cccc2Cl)cc1`?
SRC3 TRFRET art: 1708; SRC1 TRFRET art: 1678

What do the screens show for `CNC(=O)COC(=O)CNC(=O)c1cc(Cl)cc([N+](=O)[O-])c1`?
SRC3 TRFRET art: 1538; SRC1 TRFRET art: 1518

What do the screens show for `O=C1CC(N(Cc2cccs2)C(=O)Nc2ccccc2)C(=O)N1c1ccc(Cl)cc1` (stereo unspecified)?
SRC3 TRFRET art: 1593; SRC1 TRFRET art: 1603

Results for COC(=O)c1ccc(Cl)cc1NC(=O)/C=C/c1ccc(C)o1 ?
SRC3 TRFRET art: 1678; SRC1 TRFRET art: 1967

Results for CC/C(=N/O)c1cnnc(SC)n1 ?
SRC3 TRFRET art: 1756; SRC1 TRFRET art: 1983

How did COc1cc(COCC(O)CN2CCN(Cc3ccc4c(c3)OCO4)CC2)cc(OC)c1OC (stereo unspecified) do in these assays?
SRC3 TRFRET art: 1795; SRC1 TRFRET art: 2009

What do the screens show for `N/C(=N\OC(=O)c1ccc2ccccc2c1)c1ccccn1`?
SRC3 TRFRET art: 1367; SRC1 TRFRET art: 1648

What do the screens show for `COc1ccccc1NC(=S)NC12CN3CN(CN(C3)C1)C2`?
SRC3 TRFRET art: 1393; SRC1 TRFRET art: 1847

Sorted by formula weight (rising): ten of the compounds above
What do the screens show for `N/C(=N\OC(=O)c1ccc2ccccc2c1)c1ccccn1`?
SRC3 TRFRET art: 1367; SRC1 TRFRET art: 1648

Results for COC(=O)c1ccc(Cl)cc1NC(=O)/C=C/c1ccc(C)o1 ?
SRC3 TRFRET art: 1678; SRC1 TRFRET art: 1967

What do the screens show for `CNC(=O)COC(=O)CNC(=O)c1cc(Cl)cc([N+](=O)[O-])c1`?
SRC3 TRFRET art: 1538; SRC1 TRFRET art: 1518

What do the screens show for `CC(C)CC(=O)NC1(C(F)(F)F)NC(=O)N(c2ccccc2)C1=O` (stereo unspecified)?
SRC3 TRFRET art: 1531; SRC1 TRFRET art: 1810

What do the screens show for `CCNC(=O)CC1C(=O)N(c2ccc(OC)cc2)C(=S)N1CCc1ccncc1` (stereo unspecified)?
SRC3 TRFRET art: 1462; SRC1 TRFRET art: 1590

What do the screens show for `CCC(C)(C)NC(=O)CN(C(=O)C(=O)Nc1ccc2c(c1)OCCO2)C(C)(C)CC`?
SRC3 TRFRET art: 1576; SRC1 TRFRET art: 1783

What do the screens show for `CCOCCCNS(=O)(=O)c1ccc(NC(=O)Cc2c(F)cccc2Cl)cc1`?
SRC3 TRFRET art: 1708; SRC1 TRFRET art: 1678

What do the screens show for `O=C1CC(N(Cc2cccs2)C(=O)Nc2ccccc2)C(=O)N1c1ccc(Cl)cc1` (stereo unspecified)?
SRC3 TRFRET art: 1593; SRC1 TRFRET art: 1603

What do the screens show for `COc1cccc(/C=C/C(=O)OCC(=O)Nc2ccc(S(=O)(=O)N3CCCC3)cc2)c1`?
SRC3 TRFRET art: 1496; SRC1 TRFRET art: 1864

How did COc1cc(COCC(O)CN2CCN(Cc3ccc4c(c3)OCO4)CC2)cc(OC)c1OC (stereo unspecified) do in these assays?
SRC3 TRFRET art: 1795; SRC1 TRFRET art: 2009

Source: PubChem (The Scripps Research Institute Molecular Screening Center)

An excerpt (hit frequency here may not be typical).
